Pin1 inh: blocks the human prolyl isomerase Pin1; 0.009% of 390,000 active; Potency, µM (top dose mostly 115 µM), for inactives: at the highest dose activity, negative = inhibition, most hits filed as inhibitors; Pin1 FP peptide displacement, HiFluor488, 10 min; active = well fitted inhibition curve with a large enough effect in the polarisation, with a control signal flat, not every such curve was filed as active; inconclusive = small, poorly fitted or top-dose-only effect, or effect the other way, or a change in a side signal; inactive = no such curve, though single readings can be large or run the other way; the % refers to the polarisation; also: potency is read from the fitted curve at half-maximal effect; % is scaled to controls: 0 for no effect and ±100 for the full control effect
ERG Ets-DNA blk: blocks human ERG Ets domain binding to DNA; P11308; AID 624246; Potency, µM (highest dose often 76.9 µM), for inactives: at the highest dose FP activity, negative = inhibition, actives largely listed as inhibitors; 0.028% of 370,000 active; fluorescence polarization, His-ERG Ets domain / labelled DNA; active = well fitted inhibition curve with a large enough effect in the polarisation, with a control signal flat; inconclusive = small, poorly fitted or top-dose-only effect, or effect the other way, or a change in a side signal; inactive = no such curve, though single readings can be large or run the other way; the % refers to the polarisation;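 also: polarization taken with two DNA probes labelled with fluorescein and Texas red; potency is read from the fitted curve at half-maximal effect; % of control where 0% means no effect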
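His-tagged ERG Ets domain (1 uM in the protein solution; 300mM KCl, 50mM Tris-HCl, 1mM EDTA, 1mM DTT, pH 7.5) received compound, then a probe mix of 5 nM fluorescein-DNA and 100nM Texas-615-DNA. Fluorescence polarization was read for both dyes.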
GLS inhibitor: glutaminase GLS (human) inhibition; AID 624170; 0.21% of 410,000 active; GLS enzymatic activity, qHTS titration; Potency, µM (series often up to 45.5 µM), without a hit: at the highest dose activity change, negative = inhibition, most hits filed as inhibitors; O94925; also: potency is read from the fitted curve at half-maximal effect; % is scaled to controls: 0 for no effect and ±100 for the full control effect
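hKGA in 45 mM KH2PO4 pH 8.2, 0.02% Tween-20 with pin-transferred compounds; 1 mM L-glutamine (stock) plus glutamate oxidase/HRP/Amplex Red coupling added. Fluorescence read initially and after 30 min at RT.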
BAZ2B inh: blocks human BAZ2B. Q9UIF8. AlphaScreen BAZ2B-H3K14Ac peptide displacement. Potency, µM (top dose mostly 114 µM), inactives show at the top dose activity change, negative = inhibition, actives largely listed as inhibitors. 4.4% of 360,000 active. AID 504333; also: potency is read from the fitted curve at half-maximal effect; % is scaled to controls: 0 for no effect and ±100 for the full control effect; nearly all actives have a fitted effect of over 60% in size
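BAZ2B 50 nM plus b-H3(5-23)K14Ac 50 nM, PBS pH 7.4/0.01% Tween-20, 30 min RT; compound added (max 110 uM), 30 min RT; streptavidin donor/Ni-chelate acceptor beads 10 ug/mL final, 20 min dark; AlphaScreen read.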
PI4K2A block: inhibitors of human PI4K2A | Q9BTU6 | purified PI4K2A, ADP-Glo luminescence, 1 h; active compounds read low | activity change, negative = inhibition, % at 76.9 µM | 0.13% of 420,000 active; in the data active = activity change below about -50%; inconclusive = mostly about -30% to -49%;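 also: -100% = wells without enzyme as full effect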
Target sequence (Q9BTU6 whole entry, looked up): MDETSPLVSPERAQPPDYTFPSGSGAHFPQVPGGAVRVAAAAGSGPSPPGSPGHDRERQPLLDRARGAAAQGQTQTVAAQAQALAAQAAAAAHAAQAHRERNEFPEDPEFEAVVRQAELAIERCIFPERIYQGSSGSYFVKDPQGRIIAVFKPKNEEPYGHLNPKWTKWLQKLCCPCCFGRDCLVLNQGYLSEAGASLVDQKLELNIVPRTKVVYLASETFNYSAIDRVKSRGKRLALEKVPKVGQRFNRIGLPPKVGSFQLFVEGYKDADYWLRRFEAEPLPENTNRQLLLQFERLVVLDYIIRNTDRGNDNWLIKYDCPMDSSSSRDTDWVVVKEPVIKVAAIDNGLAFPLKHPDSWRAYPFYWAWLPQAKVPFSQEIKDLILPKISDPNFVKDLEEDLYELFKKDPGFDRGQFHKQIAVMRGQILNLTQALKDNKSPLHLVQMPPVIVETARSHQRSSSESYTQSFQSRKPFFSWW
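Compounds are screened against recombinant PI4K2A using PI as substrate and ATP, the latter dispensed at 300 microM. Reactions run one hour at ambient temperature before ADP-Glo detection; full inhibition defined by wells lacking enzyme.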
G9a block: inhibitors of human histone lysine methyltransferase G9a; G9a H3K9 monomethylation, AlphaScreen, 2 h; Potency, µM (highest dose often 102 µM), without a hit: at the highest dose activity, negative = inhibition, usual class: inhibitors; 8.8% of 350,000 active; also: potency is read from the fitted curve at half-maximal effect; % is scaled to controls: 0 for no effect and ±100 for the full control effect; nearly all actives have a fitted effect of over 75% in size
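AlphaScreen read-out: biotin-H3K9 peptide (500 nM) methylation by 20 nM enzyme with 20 uM SAM, 2 h at room temperature after 15 min compound preincubation; anti-monomethyl H3K9 antibody plus donor/acceptor beads, 10 min dark.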
JMJD2A Tudor: inhibitors of human JMJD2A Tudor domain; O75164; AlphaScreen JMJD2A-Tudor / H3K4me3 peptide binding; Potency, µM (top dose mostly 114 µM), for inactives: top-dose activity change, negative = inhibition, usual class: inhibitors; 4.4% of 390,000 active; also: potency is read from the fitted curve at half-maximal effect; % is scaled to controls: 0 for no effect and ±100 for the full control effect; nearly all actives have a fitted effect of over 50% in size
HP1b binding inh: inhibitors of HP1-beta chromodomain binding to methylated histone tails; Potency, µM (titrated, usually from 114 µM), without a hit: at the top dose activity change, negative = inhibition, usual class: inhibitors; P83916; AID 540317; AlphaScreen HP1-beta / biotin-H3K9me3 peptide binding; 0.56% of 390,000 active; also: potency is read from the fitted curve at half-maximal effect; nearly all actives have a fitted effect of over 70% in size; inactives centre near 23
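AlphaScreen: HP1-beta (50 nM) preformed 30 min with biotin-H3(1-18)K9me3 peptide (50 nM) in PBS pH 7.4, 0.01% Tween-20. Compound added for 30 min at RT, then streptavidin donor/nickel chelate acceptor beads (10 ug/mL) for 30 min.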
Tb PGK inh: inhibitors of T. brucei phosphoglycerate kinase; AID 602233; PGK/GAPDH coupled, Kinase-Glo luminescence, 60 min; 0.043% of 380,000 active; Potency, µM (series often up to 57.5 µM), without a hit: at the highest dose activity change, negative = inhibition, most hits filed as inhibitors; P07378; also: potency is read from the fitted curve at half-maximal effect; % is scaled to controls: 0 for no effect and ±100 for the full control effect; nearly all actives have a fitted effect of over 60% in size
Target sequence (P07378 whole entry, looked up): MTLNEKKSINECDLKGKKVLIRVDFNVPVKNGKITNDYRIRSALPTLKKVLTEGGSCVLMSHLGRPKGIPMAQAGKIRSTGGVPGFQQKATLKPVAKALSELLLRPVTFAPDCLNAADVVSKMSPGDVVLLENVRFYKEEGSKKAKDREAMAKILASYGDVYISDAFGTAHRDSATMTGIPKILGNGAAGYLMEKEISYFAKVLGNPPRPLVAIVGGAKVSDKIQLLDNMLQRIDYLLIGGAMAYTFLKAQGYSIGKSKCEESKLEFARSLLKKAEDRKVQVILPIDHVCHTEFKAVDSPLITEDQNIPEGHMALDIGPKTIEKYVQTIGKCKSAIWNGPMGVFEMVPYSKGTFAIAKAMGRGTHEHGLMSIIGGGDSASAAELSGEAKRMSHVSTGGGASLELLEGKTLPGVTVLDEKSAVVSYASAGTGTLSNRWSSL
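Recombinant glycosomal PGK reaction used 1,3-bisphosphoglycerate generated in-well by GAPDH (100nM final) in 100mM TEA pH 7.6, 5mM MgCl2, 0.01% Tween-20. After 60 minutes at room temperature, ATP was read by Kinase-Glo Plus luminescence end-point.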
Starred values were filed as active, the others as inactive; i = inactive; ? = inconclusive; nt = not tested or not shown; [ ] = another dose, or the depositor's remark. Unless noted, calls follow the shape of the dose curve; as a rule, active = well fitted curve in the direction sought with a large enough effect; inconclusive = small, poorly fitted or top-dose-only effect, or another doubt; inactive = no such curve, though single readings can be large; an effect the other way counts as inactive or inconclusive.

canonical_smiles | Pin1 inh | ERG Ets-DNA blk | GLS inhibitor | BAZ2B inh | PI4K2A block | G9a block | JMJD2A Tudor | HP1b binding inh | Tb PGK inh
CN(C)CCN1C(=O)c2oc3ccccc3c(=O)c2C1c1ccc(F)cc1 (stereo unspecified) | -17% | 9% | 0% | 21% | 0 | 9%[59 µM] | -12% | 14% | -1%
COc1ccc(CCNC(=O)CC2Nc3ccccc3NC2=O)cc1OC (stereo unspecified) | -3% | -2% | 0% | -35% | 1 | -8%[2.33 µM] | -31% | 41%[activator] | i
Cc1ccc(OCC(=O)Nc2ccc(Cl)cc2)c(-n2nc3ccccc3n2)c1 | 2% | nt | 22% | -3%[57.1 µM] | 0 | -14%[12.7 µM] | -15% | 7% | -9%
O=C(Nc1ncc(Cc2ccccc2Cl)s1)C1CCCO1 (stereo unspecified) | -2% | 5% | 2% | -1% | 1 | -6%[59 µM] | -18% | 12% | nt
CCn1c(SCc2nc3ccccc3s2)nnc1-c1cccs1 | 20% | 6% | 2% | 8% | 2 | 2%[12.7 µM] | -13% | 26% | -3%
Cc1ccc(NC(=O)Nn2cnnc2)cc1Cl | 11% | -19% | -2% | -4% | 0 | -2% | -3% | 33% | -3%
COc1cc2c(cc1NC(=O)COc1ccc(Cl)cc1Br)oc1ccccc12 | -7% | -1% | -16% | -1% | 2 | 3%[59 µM] | -4% | 14% | 3%
O=C(c1ccc(Cl)c(S(=O)(=O)N2CCc3ccccc3C2)c1)N1CCN(c2ccccc2)CC1 | -4% | -5% | 2% | -37% | 0 | 0%[59 µM] | -18% | -3% | -10%
O=[N+]([O-])c1cc([N+](=O)[O-])c(Oc2cc(F)cc(F)c2F)cc1NN1CCCCC1 | -8% | -14% | 13% | -37% | -4 | 16µM* | -16% | -2% | -4%
CNC(=O)COc1ncnc2sc(C)c(C)c12 | 14% | 0% | 6% | 10% | -7 | -24% | -15% | 20% | -1%
O=C(CNC(=O)c1ccccc1)OCC(=O)N1N=C(c2ccc(Cl)cc2)CC1c1ccco1 (stereo unspecified) | -5% | 16% | -1% | -28% | -2 | -42% | -18% | -7% | -9%
Cc1ccc(SCc2cc(=O)[nH]c(Nc3nc(C)c4cccc(C)c4n3)n2)cc1 | 6% | -1% | 1% | -23% | 1 | -1% | -13% | 26% | 2%
Cc1ccc(NC2=C(c3ccc(C(F)(F)F)cc3)C(=O)c3ccccc32)cc1F | 22% | 6% | 3% | -13% | -2 | ? | -22% | 23% | i
CC(OC(=O)c1ccc(Cl)c(S(N)(=O)=O)c1)C(=O)NCc1ccc2c(c1)OCO2 (stereo unspecified) | -7% | -2% | 4% | -1% | 4 | ? | -12% | 3% | -3%
CC(C)(C)C(=O)CC1(O)C(=O)N(Cc2ccccc2)c2ccccc21 (stereo unspecified) | -4% | -7% | -6% | ? | -2 | 14%[0.501 µM] | -22% | 22% | 19%
CS(=O)(=O)c1ccc(Cl)c(NC(=O)CSC(=S)N2CCCC2)c1 | 2% | -4% | 8% | nt | 1 | nt | -7% | -4% | 9%
CN(CCCC(=O)Nc1nccs1)S(=O)(=O)c1ccc(Cl)cc1 | 5% | 11% | -4% | 3% | 4 | -18% | -12% | 46%[activator] | -6%
CC(C)Oc1ccc(S(=O)(=O)N2CCOCC2)cc1NC(=O)c1ccc(N2CCCC2=O)cc1 | -10% | 5% | -30% | -2% | -3 | 82%[activator] | -8% | 36% | -8%
COc1ccc(CCNC(=O)COc2coc(CN3c4ccccc4CC3C)cc2=O)cc1OC (stereo unspecified) | -3% | -5% | 28% | -29% | 10 | ? | -34% | -11% | 1%
CCc1ccc(C(=O)NNC(=O)c2cc(S(=O)(=O)N(C)C)ccc2N2CCCC2)cc1 | 1% | 7% | 3% | 0% | -1 | 77%[activator] | 1% | 35% | -2%
CCCS(=O)(=O)NCCc1sc2nc(-c3ccc(F)cc3)nn2c1C | ? | 1% | 4% | 1% | 2 | 10%[59 µM] | 7% | 36% | 0%
CC(/C=C/c1ccco1)=N\NC(=O)CNc1ccc2ccccc2c1 | -1% | 0% | 16% | 35µM* | -3 | 5.6µM* | ? | -20% | -4%
COc1ccc(-n2c(NN)nc3sc4c(c3c2=O)CCCC4)cc1 | 3% | 4% | 16% | -3% | -4 | 50µM* | -33% | 21% | -10%
CC(=O)N(c1ccc(C)cc1)c1nc(C)cc(C)c1C#N | -7% | -2% | 7% | 2% | 1 | -2%[12.7 µM] | 0% | 1% | 0%
CCCCc1ccc(NC(=O)Cn2c(=O)c(N3CCCCC3)c(N)n(C)c2=O)cc1 | 70%[activator] | 13% | 1% | nt | -3 | nt | 4% | 2% | -11%
NC(=O)c1ncn([C@@H]2O[C@H](CNCc3ccc(-c4cc(C(F)(F)F)ccc4Cl)o3)[C@@H](O)[C@H]2O)n1 | 3% | 7% | 1% | nt | -2 | nt | -23% | 8% | -5%
S=c1[nH]nc(-c2c[nH]c3ccccc23)o1 | 0% | 0% | 8% | -15% | -1 | ? | ? | 55%[activator] | -15%
Cc1ccc(NC(=O)NC(=O)N(C(C)C)S(C)(=O)=O)nc1 | 0% | 5% | 6% | 3% | 1 | -3%[59 µM] | -2% | 11% | -4%
Cc1cc(O)c(C(C)C)cc1NC(=O)Cn1nc(C)c2ccccc2c1=O | 1% | -3% | 2% | -3% | 1 | -23%[59 µM] | -16% | 8% | i
Cc1cccc2c(C(=O)N3CCCCC3)cc(-c3ccccc3)nc12 | -3% | -12% | -3% | 12% | -5 | 92%[activator] | 9% | 22% | -9%
CC(=O)Nc1cccc(C(=O)NC(C)c2ccc(S(N)(=O)=O)cc2)c1 (stereo unspecified) | -1% | 4% | 6% | 3% | -2 | -4%[59 µM] | -13% | 6% | -2%
CC1=CC(C)(C)N(C(=O)CSc2nnc(-c3ccc(C)cc3)o2)c2ccc(C)cc21 | 2% | 11% | 10% | -5% | -2 | 14%[59 µM] | 9% | 70%[activator] | -1%
COc1ccccc1CN(Cc1nc2ccccc2c(=O)[nH]1)C(=O)Nc1ccccc1 | 5% | 1% | -2% | 10% | -6 | 3% | 5% | 45%[activator] | 9%
CCn1c(/C=N/Nc2ccc(C(=O)O)cc2)nc2ccccc21 | -1% | 3% | 32% | 2% | -5 | 4% | -17% | 14% | -2%
C=CCn1c(Cc2c[nH]c3ccccc23)nnc1SCC(=O)NCc1ccccc1 | -4% | -8% | nt | 11%[57.1 µM] | 5 | 8% | 1% | 15% | -3%
O=C(NC(=S)NC1CCCCC1)c1ccccc1[N+](=O)[O-] | -5% | -10% | 7% | ? | 5 | -10%[12.7 µM] | ? | 14% | -4%
O=C(NCCCn1ccnc1)c1cc(-c2cccnc2)nc2ccc(Br)cc12 | 3% | 10% | 10% | ? | -9 | 22%[12.7 µM] | -31% | -7% | -6%
Cc1ccc(C(=O)CSc2nnc(-c3cccs3)n2C)o1 | -2% | 11% | 2% | 9% | -2 | 50µM* | -1% | 38% | -3%
O=C1NC(=O)C(Cc2cccc(Oc3ccccc3)c2)S1 (stereo unspecified) | 5% | 2% | 2% | -1% | 9 | 5% | -24% | 10% | -2%

Of the compounds above, 5 contain two or more sulfur atoms.
canonical_smiles | Pin1 inh | ERG Ets-DNA blk | GLS inhibitor | BAZ2B inh | PI4K2A block | G9a block | JMJD2A Tudor | HP1b binding inh | Tb PGK inh
CCn1c(SCc2nc3ccccc3s2)nnc1-c1cccs1 | 20% | 6% | 2% | 8% | 2 | 2%[12.7 µM] | -13% | 26% | -3%
CS(=O)(=O)c1ccc(Cl)c(NC(=O)CSC(=S)N2CCCC2)c1 | 2% | -4% | 8% | nt | 1 | nt | -7% | -4% | 9%
CN(CCCC(=O)Nc1nccs1)S(=O)(=O)c1ccc(Cl)cc1 | 5% | 11% | -4% | 3% | 4 | -18% | -12% | 46%[activator] | -6%
CCCS(=O)(=O)NCCc1sc2nc(-c3ccc(F)cc3)nn2c1C | ? | 1% | 4% | 1% | 2 | 10%[59 µM] | 7% | 36% | 0%
Cc1ccc(C(=O)CSc2nnc(-c3cccs3)n2C)o1 | -2% | 11% | 2% | 9% | -2 | 50µM* | -1% | 38% | -3%
